KDM5B inhibitor = inhibitors of human KDM5B histone demethylase. Q9UGL1. AID 1347165. 220,000 compounds, 2.6% hits. KDM5B demethylase, FDH-coupled NADH fluorescence (FDH is formaldehyde dehydrogenase). Potency, µM (doses to about 57.7 µM), inactives show at the top dose activity change, negative = inhibition, most hits filed as inhibitors; active = well fitted inhibition curve with a large enough effect; inconclusive = small, poorly fitted or top-dose-only effect; inactive = no such curve, though single readings can be large or run the other way; also: 0% is about no effect; nearly all actives have a fitted effect of over 70% in size
Target sequence (Q9UGL1 whole entry, looked up): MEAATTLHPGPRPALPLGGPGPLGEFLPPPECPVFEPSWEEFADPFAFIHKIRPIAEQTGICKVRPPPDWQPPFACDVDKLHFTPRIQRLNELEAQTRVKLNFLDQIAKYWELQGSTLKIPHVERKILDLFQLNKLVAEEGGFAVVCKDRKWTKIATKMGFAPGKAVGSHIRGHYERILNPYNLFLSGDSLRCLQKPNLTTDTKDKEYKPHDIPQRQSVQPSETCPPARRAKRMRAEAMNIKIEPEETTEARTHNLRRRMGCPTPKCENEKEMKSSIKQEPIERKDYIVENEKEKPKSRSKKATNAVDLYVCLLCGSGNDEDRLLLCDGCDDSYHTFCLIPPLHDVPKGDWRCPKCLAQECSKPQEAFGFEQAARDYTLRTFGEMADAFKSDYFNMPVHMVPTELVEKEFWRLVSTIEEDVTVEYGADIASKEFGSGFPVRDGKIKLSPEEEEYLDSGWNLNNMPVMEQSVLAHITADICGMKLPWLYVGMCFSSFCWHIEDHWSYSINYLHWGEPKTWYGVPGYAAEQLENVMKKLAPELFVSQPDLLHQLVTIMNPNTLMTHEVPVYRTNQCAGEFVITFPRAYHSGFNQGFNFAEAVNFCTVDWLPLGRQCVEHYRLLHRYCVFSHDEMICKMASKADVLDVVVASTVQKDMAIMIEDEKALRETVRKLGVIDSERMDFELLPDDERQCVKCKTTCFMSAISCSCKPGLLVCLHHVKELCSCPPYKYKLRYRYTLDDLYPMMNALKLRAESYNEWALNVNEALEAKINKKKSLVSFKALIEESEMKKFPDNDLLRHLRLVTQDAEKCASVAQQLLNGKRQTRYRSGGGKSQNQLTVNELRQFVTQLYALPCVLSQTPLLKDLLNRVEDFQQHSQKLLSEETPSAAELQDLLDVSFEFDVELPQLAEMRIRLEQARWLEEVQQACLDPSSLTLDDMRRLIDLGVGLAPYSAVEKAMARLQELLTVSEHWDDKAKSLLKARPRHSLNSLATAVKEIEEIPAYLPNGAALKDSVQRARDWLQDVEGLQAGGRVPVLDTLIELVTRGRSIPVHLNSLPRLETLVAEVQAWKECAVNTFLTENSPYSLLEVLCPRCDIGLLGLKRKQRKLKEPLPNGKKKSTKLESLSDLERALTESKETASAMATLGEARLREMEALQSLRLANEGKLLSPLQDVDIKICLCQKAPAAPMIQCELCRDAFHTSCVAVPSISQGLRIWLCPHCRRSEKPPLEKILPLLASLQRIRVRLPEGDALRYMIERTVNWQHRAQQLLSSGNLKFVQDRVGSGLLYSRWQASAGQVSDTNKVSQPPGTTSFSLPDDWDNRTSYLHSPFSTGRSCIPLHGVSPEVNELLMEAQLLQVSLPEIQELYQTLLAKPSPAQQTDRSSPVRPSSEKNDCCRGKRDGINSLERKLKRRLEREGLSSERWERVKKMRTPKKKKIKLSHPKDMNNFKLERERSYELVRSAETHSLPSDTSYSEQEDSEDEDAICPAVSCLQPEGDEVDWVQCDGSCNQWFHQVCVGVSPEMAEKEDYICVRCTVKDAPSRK
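Inhibition is measured as reduced NADH fluorescence generation from FDH coupling to formaldehyde release. Truncated KDM5BΔAP at 200 nM final acts on H3K4me3 peptide (12.5 µM in substrate mix) in pH 7.5 HEPES buffer with Tween-20, 30 min, room temperature.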
Starred values were filed as active, the others as inactive; [ ] = remark or other dose. Potency is read from the fitted curve at half-maximal effect.

What do the screens show for `COc1ccc(NC(=O)N2CCc3c([nH]c4ccc(OC)cc34)C2c2ccc(OC)cc2)cc1` (stereo not drawn)?
KDM5B inhibitor: inconclusive

What do the screens show for `O=C(NCc1ccc(F)cc1)c1cc(-c2cnccc2Cl)c2cccn2n1`?
KDM5B inhibitor: 0%[115 µM]

How did O=C1NCCCCCCN(C(=O)C2CCCC2)[C@H]2CCCC[C@@H]12 do in these assays?
KDM5B inhibitor: 17%

Results for COc1cc(OC)c(NS(=O)(=O)c2cc3c(cc2C)N(C(C)=O)CCO3)cc1Cl ?
KDM5B inhibitor: -27%

Results for COc1ccc(C2CC(=O)c3cc(-c4nc(-c5ccc(Cl)cc5)cs4)c(=O)[nH]c3C2)cc1 (stereo not drawn) ?
KDM5B inhibitor: -2%

How did CC(C)(C)OC(=O)N1CCCCC1Cn1c(=O)[nH]c2cccnc21 (stereo not drawn) do in these assays?
KDM5B inhibitor: 1%[86.2 µM]

Results for C[C@@H]1C(=O)O[C@H]2[C@H]1CC[C@@]1(C)Cc3sc(NC(=O)Nc4ccc(Oc5ccccc5)cc4)nc3[C@@H](C)[C@H]21 ?
KDM5B inhibitor: inconclusive

What do the screens show for `O=C(N[C@@H]1CN(Cc2ccoc2)C[C@H]1CO)c1cccnc1`?
KDM5B inhibitor: inconclusive

Results for O=C(Cn1nc2c(cc1=O)CCCCC2)NC1CCCc2c1[nH]c1c(Cl)cccc21 (stereo not drawn) ?
KDM5B inhibitor: -21%

What do the screens show for `Cc1noc(C)c1S(=O)(=O)N1CCCCCCNC(=O)CC1`?
KDM5B inhibitor: -16%

Results for O=C1CC(c2ccccc2)N(C(=O)CNC(=O)c2ccco2)CCCCCCN1 (stereo not drawn) ?
KDM5B inhibitor: -7%

What do the screens show for `COC(=O)C1=C(C)N(c2ccc(F)cc2)C(=O)CC1C(=O)Nc1ccc(C(C)=O)cc1` (stereo not drawn)?
KDM5B inhibitor: 16%

What do the screens show for `Cc1c(-n2nnnc2SC(C(=O)N2CCCCC2)c2ccccc2)c(=O)n(-c2ccccc2)n1C` (stereo not drawn)?
KDM5B inhibitor: 7%

What do the screens show for `N#Cc1ccc(C(=O)N2CCCC(CO)CCNC(=O)CC2)cc1` (stereo not drawn)?
KDM5B inhibitor: -17%

Results for CCCCOc1ccc(C2C(C(=O)Nc3ccccc3OC)=C(C)Nc3nnnn32)cc1OC (stereo not drawn) ?
KDM5B inhibitor: inconclusive

How did Cc1cc(=O)oc2c(CN3CCCC3)c(O)ccc12 do in these assays?
KDM5B inhibitor: inactive

What do the screens show for `Cc1ccc(C(=O)Nc2ccccc2C(=O)OCc2cc(=O)n3nc(C(C)C)sc3n2)cc1`?
KDM5B inhibitor: -7%

What do the screens show for `CCc1noc(-c2cn(C3CCN(C(=O)c4cccs4)CC3)nn2)n1`?
KDM5B inhibitor: 1%

What do the screens show for `O=C(NCc1ccncc1)c1cc(C2CC2)nc2ccccc12`?
KDM5B inhibitor: -19%

Results for Cc1cc2c(cc1S(=O)(=O)N(CCO)Cc1ccccc1)OCC(=O)N2 ?
KDM5B inhibitor: -6%

How did CCc1cccc(C)c1NC(=O)C(CC)Sc1nc2ccncc2[nH]1 (stereo not drawn) do in these assays?
KDM5B inhibitor: 0%

What do the screens show for `CCOc1ccc(NC(=O)Cn2nnc(-c3nc(-c4ccncc4)no3)c2N)cc1`?
KDM5B inhibitor: 15%

How did COc1cc(F)ccc1C(C)=O do in these assays?
KDM5B inhibitor: 16%

How did Cc1ccc(CN(CC(=O)NCc2ccc3c(c2)OCO3)C(=O)c2csnn2)cc1 do in these assays?
KDM5B inhibitor: -10%

Taken from the listing, 13 compounds:
Results for O=C1CC(c2ccccc2)N(C(=O)CNC(=O)c2ccco2)CCCCCCN1 (stereo not drawn) ?
KDM5B inhibitor: -7%

What do the screens show for `COC(=O)C1=C(C)N(c2ccc(F)cc2)C(=O)CC1C(=O)Nc1ccc(C(C)=O)cc1` (stereo not drawn)?
KDM5B inhibitor: 16%

What do the screens show for `Cc1c(-n2nnnc2SC(C(=O)N2CCCCC2)c2ccccc2)c(=O)n(-c2ccccc2)n1C` (stereo not drawn)?
KDM5B inhibitor: 7%

What do the screens show for `N#Cc1ccc(C(=O)N2CCCC(CO)CCNC(=O)CC2)cc1` (stereo not drawn)?
KDM5B inhibitor: -17%

Results for CCCCOc1ccc(C2C(C(=O)Nc3ccccc3OC)=C(C)Nc3nnnn32)cc1OC (stereo not drawn) ?
KDM5B inhibitor: inconclusive

How did Cc1cc(=O)oc2c(CN3CCCC3)c(O)ccc12 do in these assays?
KDM5B inhibitor: inactive

What do the screens show for `Cc1ccc(C(=O)Nc2ccccc2C(=O)OCc2cc(=O)n3nc(C(C)C)sc3n2)cc1`?
KDM5B inhibitor: -7%

What do the screens show for `CCc1noc(-c2cn(C3CCN(C(=O)c4cccs4)CC3)nn2)n1`?
KDM5B inhibitor: 1%

What do the screens show for `O=C(NCc1ccncc1)c1cc(C2CC2)nc2ccccc12`?
KDM5B inhibitor: -19%

Results for Cc1cc2c(cc1S(=O)(=O)N(CCO)Cc1ccccc1)OCC(=O)N2 ?
KDM5B inhibitor: -6%

How did CCc1cccc(C)c1NC(=O)C(CC)Sc1nc2ccncc2[nH]1 (stereo not drawn) do in these assays?
KDM5B inhibitor: 0%

What do the screens show for `CCOc1ccc(NC(=O)Cn2nnc(-c3nc(-c4ccncc4)no3)c2N)cc1`?
KDM5B inhibitor: 15%

How did COc1cc(F)ccc1C(C)=O do in these assays?
KDM5B inhibitor: 16%

(list continues)
Results for CCOc1ccc(NC(=O)CN(C)C(=O)c2cccc(S(=O)(=O)N3CCN(C)CC3)c2)cc1OCC ?
KDM5B inhibitor: 26%

Results for COc1ccc(C2N(c3ccccc3)C(=O)C2(F)F)cc1OC (stereo not drawn) ?
KDM5B inhibitor: 1%

Results for Cn1nc(C(=O)OCC(=O)Nc2sccc2C(N)=O)c2ccccc2c1=O ?
KDM5B inhibitor: 6%

What do the screens show for `O=[S+]([O-])(Nc1cccnc1)c1ccc2c(c1)OCCN(Cc1cscn1)C2`?
KDM5B inhibitor: 35µM*

How did CC(=O)c1ccc(N2CCN(S(=O)(=O)c3ccc(-c4cc(C)[nH]n4)s3)CC2)cc1 do in these assays?
KDM5B inhibitor: inconclusive

How did Nc1ccsc1C(=O)N[C@H](Cc1ccncc1)C1CC(O)C1 (stereo partly drawn) do in these assays?
KDM5B inhibitor: inconclusive

Results for Cc1noc(C)c1S(=O)(=O)N1CCCC(c2nc(C(C)C)no2)CCNC(=O)CC1 (stereo not drawn) ?
KDM5B inhibitor: 3%

How did C=CCNC(=O)c1ccccc1N do in these assays?
KDM5B inhibitor: inactive

Results for CCOc1ccc(NC(=O)Nc2c(C)nn(Cc3ccc(Cl)c(Cl)c3)c2C)cc1 ?
KDM5B inhibitor: -7%

How did CCOC(=O)c1ccc(N2C(=O)c3n[nH]c(C)c3C2c2ccc(O)c(OC)c2)cc1 (stereo not drawn) do in these assays?
KDM5B inhibitor: inconclusive

What do the screens show for `Cc1cc(C(O)(C(F)(F)F)C(F)(F)F)cc(C)c1OC(=O)c1ccccc1F`?
KDM5B inhibitor: -22%

How did CCOc1ccc(CCNC(=O)c2ccc(CS(=O)(=O)Cc3ccccc3Cl)o2)cc1OCC do in these assays?
KDM5B inhibitor: inconclusive

Results for COc1cccc(NC(=O)Cn2c(=O)n(-c3ccccc3)c(=O)c3ccc(C(=O)NCc4ccc5c(c4)OCO5)cc32)c1 ?
KDM5B inhibitor: inconclusive

Results for COc1ccc(C(=O)NC[C@@H]2CC[C@H]3C[C@@H]2C3(C)C)cc1 ?
KDM5B inhibitor: 28%[86.2 µM]

How did CC1CCCCN1C(C)CNC(=S)NCc1ccco1 (stereo not drawn) do in these assays?
KDM5B inhibitor: 11%

What do the screens show for `O=C(CC1CCCN(c2cnn(CC3CC3)c(=O)c2)C1)NCCc1cccs1` (stereo not drawn)?
KDM5B inhibitor: 5%

What do the screens show for `COc1ccc(CN2C(=O)COC[C@H]2C(=O)NCc2ccc(F)cc2F)cc1`?
KDM5B inhibitor: 4%

Results for COc1ccc(C(=O)N2CCCC(n3cc(-c4noc(C)n4)nn3)C2)cc1 (stereo not drawn) ?
KDM5B inhibitor: -18%

How did CCOC(=O)C1=C(C)NC2=C(C(=O)c3ccccc32)C1c1cccc2ccccc12 (stereo not drawn) do in these assays?
KDM5B inhibitor: -41%

Results for N#Cc1ccccc1CN1CCCC1 ?
KDM5B inhibitor: 13%

Results for CC(=O)N1CCc2cc(Br)cc(S(=O)(=O)N3CCN(c4cccc(C(F)(F)F)c4)CC3)c21 ?
KDM5B inhibitor: 2%

Results for O=C(Nc1ccccc1F)N1CC2CCC(C1)N2Cc1ccc(-c2cccnc2)cc1 ?
KDM5B inhibitor: 15%[115 µM]

How did Cc1ccc(C)c(CSc2nnc(C)n3c2cc2sccc23)c1 do in these assays?
KDM5B inhibitor: inconclusive

What do the screens show for `COc1ccc(/C=C/C(=O)c2cccc(O)c2)cc1`?
KDM5B inhibitor: -27%

What do the screens show for `CCN(C(=O)CSc1nnc(C)n2c1cc1occc12)c1ccccc1`?
KDM5B inhibitor: inconclusive

How did COc1cccc(O)c1CN1CCCC12Cc1ccccc1CNC2=O (stereo not drawn) do in these assays?
KDM5B inhibitor: 16%[115 µM]

What do the screens show for `CCN(CC)CCNC(=O)c1ccc2nc(C)c(C)nc2c1`?
KDM5B inhibitor: 2%

Results for COc1ccc(OC)c(CN2CCC3(CC2)OC(=O)N(Cc2ccccc2C#N)C3(C)c2ccccc2)c1 (stereo not drawn) ?
KDM5B inhibitor: inconclusive

How did COCc1ccc(C(=O)NC(C)c2ccc(F)c(F)c2)cc1 (stereo not drawn) do in these assays?
KDM5B inhibitor: 9%

What do the screens show for `O=C1CN(C(=O)COc2ccc(Br)cc2Cl)c2ccccc2N1`?
KDM5B inhibitor: -4%

What do the screens show for `COc1cc(-c2nc3ccc(Cl)cn3c2Nc2ccccc2)cc(OC)c1O`?
KDM5B inhibitor: inconclusive

How did Cc1ccc(S(=O)(=O)N(CC(=O)NCc2ccncc2)c2ccc(C)c(Cl)c2)cc1 do in these assays?
KDM5B inhibitor: 2%

What do the screens show for `COC(=O)C1CN(Cc2ccccc2)CCS(=O)(=O)N1Cc1ccc(Cl)cc1` (stereo not drawn)?
KDM5B inhibitor: 7%

How did O=C(CCC1CCCC1)NC1CCN(C(=O)N2CC3CC(C2)[C@H]2CCCC(=O)N2C3)CC1 (stereo partly drawn) do in these assays?
KDM5B inhibitor: 29%

How did O=S(=O)(NCCc1csc2nc(-c3ccc(F)cc3)nn12)c1ccc(F)c(C(F)(F)F)c1 do in these assays?
KDM5B inhibitor: 3%

What do the screens show for `O=C(c1ccncc1)N1CC2CCC(C1)N2Cc1ccc(-c2cccnc2)cc1`?
KDM5B inhibitor: -16%

How did COc1ccccc1C(=O)Nc1ccc(OCc2cc(=O)n3ccsc3n2)cc1 do in these assays?
KDM5B inhibitor: -3%

How did Cc1ccc(S(=O)(=O)N2CCOCC2)cc1C(=O)N1CCN(S(=O)(=O)c2cccc(F)c2)CC1 do in these assays?
KDM5B inhibitor: 17%

What do the screens show for `CS(=O)(=O)N1CCC(C2CCN(C(=O)C3CC=CC3)C2)CC1` (stereo not drawn)?
KDM5B inhibitor: -14%

Results for CCOC(=O)c1[nH]c(C)c(CCC(=O)N2CCN(c3cc(Cl)ccc3C)CC2)c1C ?
KDM5B inhibitor: -29%

What do the screens show for `CCOc1ccc(NC(=O)N2c3ccccc3CC2c2noc(C3CCOCC3)n2)cc1` (stereo not drawn)?
KDM5B inhibitor: -1%

Results for COc1ccc([C@H](C)NC(=O)c2c(C)noc2-c2cccs2)cc1 ?
KDM5B inhibitor: inconclusive

Results for COc1ccccc1OCc1cc(C(=O)N2CCC(NC(C)=O)CC2)n[nH]1 ?
KDM5B inhibitor: 18%

How did Cc1cccc(NS(=O)(=O)c2cc(C(=O)Nc3ccc4oc(C)nc4c3)ccc2C)c1 do in these assays?
KDM5B inhibitor: -11%

How did COc1ccc(NS(=O)(=O)c2ccc3c(c2)CC(C)N3C(=O)C2CCC2)cc1OC (stereo not drawn) do in these assays?
KDM5B inhibitor: -18%

How did CS(=O)(=O)NC[C@H]1Cn2c(-c3ccc4c(c3)OCCO4)cnc2CO1 do in these assays?
KDM5B inhibitor: 7%[86.2 µM]

What do the screens show for `CCCc1nnc(NC(=O)Cc2ccc(Br)cc2)s1`?
KDM5B inhibitor: -2%

What do the screens show for `Cc1cc(Cl)ccc1NC(=O)CCC(=O)N/N=C1\CCCCC1C` (stereo not drawn)?
KDM5B inhibitor: 19%

Results for OCCc1ccc(Nc2cnc3ccc(-c4cccc(CO)c4)nn23)cc1 ?
KDM5B inhibitor: 6%[86.2 µM]

Results for COc1cc(NC(=O)CCc2c[nH]c3ccccc23)cc(OC)c1 ?
KDM5B inhibitor: -15%

Results for Cc1oc2ncn(C)c(=O)c2c1C(=O)NCc1ccccc1 ?
KDM5B inhibitor: -19%

How did COc1cccc(-c2cccc(COc3cnc4c(ccn4CC(=O)O)c3)c2)c1F do in these assays?
KDM5B inhibitor: 35µM*

How did CC1=C(C(=O)OCc2ccc(C)cc2)C(c2c(Cl)cccc2Cl)CC(=O)N1 (stereo not drawn) do in these assays?
KDM5B inhibitor: -17%

How did Cc1nn2c(-c3ccco3)ccnc2c1-c1ccc(F)cc1 do in these assays?
KDM5B inhibitor: -3%

How did CN(C)C[C@@H]1CN(S(C)(=O)=O)C[C@H]1NC(=O)CCc1c[nH]c2ccccc12 do in these assays?
KDM5B inhibitor: inconclusive

What do the screens show for `CC(=O)N=c1sccn1CC(O)c1ccccc1` (stereo not drawn)?
KDM5B inhibitor: 43%[activator]

What do the screens show for `CC(C)c1nc2c(c(-c3ccc(Cl)cc3)n1)CCN(Cc1ccnn1C)CC2`?
KDM5B inhibitor: -15%[115 µM]

How did COCc1ccc(C(=O)N[C@@H]2CCOC[C@H]2OCc2ccccc2)s1 do in these assays?
KDM5B inhibitor: 21%

This is a subset; rates above refer to the full screens.
